TSHR antagonist – antagonists of human thyroid stimulating hormone receptor | AID 504810 | TSHR-expressing cells, TSH-stimulated cAMP HTRF, 2 h; active compounds read low | P16473 | activity change, negative = inhibition, % at 11.5 µM | actives 0.2% (n = 330,000);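 active = activity change below a set negative limit, meaning inhibition stronger than a set level, cut at about -70% in these data; inconclusive = activity change between two set negative limits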; note: % is set by controls: 0 for no effect and ±100 for the full control effect
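Competitive HTRF cAMP read-out (cryptate anti-cAMP antibody, cAMP-d2; 30 min, room temperature) in freshly harvested TSHR cells. Compounds added before TSH at EC80 (4nM final), followed by 2 hours' incubation at 37 deg C.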
Mito fusion yeast – blocks mitochondrial division or promotes mitochondrial fusion. S. cerevisiae fusion-defective mutant growth rescue, CellTiterGlo 48 h. Potency, µM (titrated, usually from 46.1 µM), inactives show at the top dose growth rescue (activation), actives largely listed as activators. actives 0.23% (n = 320,000). AID 485298;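 note: potency is the fitted concentration of half-maximal effect; % of control where 0% means no effect; nearly all actives have a fitted effect of over 45% in size; temperature-sensitive fusion mutants such as fzo1-1 at 37 °C on non-fermentable ethanol glycerol medium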
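Growth-rescue viability read-out: after 48 h at the non-permissive 37C in glycerol/ethanol YPEG, yeast mitochondrial fusion mutants are measured by CellTiterGlo luminescence; compounds (23 nl pinned per well) restoring growth score as division inhibitors or fusion activators.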
KCNH2 WT inh – KCNH2 (human, wildtype) channel inhibition. Q12809. U2OS, BacMam KCNH2, thallium flux FluxOr; active compounds read low. activity change, % at 1.84 µM. actives 0.37% (n = 340,000). AID 720551;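 active = maximum activity change below -70%; inconclusive = maximum activity change between -70% and -50%; inactive = maximum activity change above -50%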; note: % is set by controls: 0 for no effect and ±100 for the full control effect
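U2OS cells transduced with wild-type KCNH2 virus are loaded with FluxOr dye for 45 min, and thallium flux is measured in kinetic reads before and after stimulation buffer. Rate constants are normalized to DMSO controls.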
Eya2 inh – blocks the phosphatase activity of human Eya2. O00167. recombinant Eya2, OMFP fluorescence dephosphorylation (OMFP is methylfluorescein phosphate). Potency, µM (titrated, usually from 76.9 µM), for the others: at the highest dose activity, negative = inhibition, usual class: inhibitors. actives 0.006% (n = 330,000); note: potency is the fitted concentration of half-maximal effect; % is set by controls: 0 for no effect and ±100 for the full control effect
Target sequence (O00167 whole entry, looked up): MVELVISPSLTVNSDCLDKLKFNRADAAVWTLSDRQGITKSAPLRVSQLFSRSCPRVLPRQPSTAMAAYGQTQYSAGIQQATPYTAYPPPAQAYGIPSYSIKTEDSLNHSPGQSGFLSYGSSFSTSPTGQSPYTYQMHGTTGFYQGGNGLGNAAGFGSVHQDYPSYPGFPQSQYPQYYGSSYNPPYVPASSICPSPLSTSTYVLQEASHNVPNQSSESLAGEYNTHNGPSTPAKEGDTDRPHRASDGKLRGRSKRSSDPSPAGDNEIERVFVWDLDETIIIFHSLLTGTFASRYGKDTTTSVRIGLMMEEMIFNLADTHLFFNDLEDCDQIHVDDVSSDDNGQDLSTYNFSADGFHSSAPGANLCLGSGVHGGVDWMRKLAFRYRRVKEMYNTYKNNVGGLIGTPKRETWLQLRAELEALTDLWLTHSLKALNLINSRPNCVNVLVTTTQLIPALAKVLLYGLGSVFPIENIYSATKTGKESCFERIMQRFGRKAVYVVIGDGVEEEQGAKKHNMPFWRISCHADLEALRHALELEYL
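Eya2 (0.2 uM) preincubated 10 min at ambient with compound, then OMFP substrate added at 50 uM; 10 min reaction in 50 mM HEPES pH 7.5, 50 mM NaCl, 5 uM MgCl2, 0.05% BSA, 1 mM DTT. Fluorescence read at Ex 485/Em 525 nm.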
A-T KAP1 phos – potential ataxia-telangiectasia treatment; actives 0.19% (n = 320,000); […] A-T fibroblasts, KAP-1 phosphorylation AlphaLISA; neocarzinostatin DNA damage 30 min before lysis; Potency, µM (doses to about 57.5 µM), for inactives: at the highest dose activation, hits mostly activators; note: potency is the fitted concentration of half-maximal effect; % of control where 0% means no effect; nearly all actives have a fitted effect of over 45% in size
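hTERT-immortalized A-T patient fibroblasts ([…]), 500 cells/well in OPTI-MEM, 1% FBS, got compounds for 60 min, then NCS for 30 min at 37C. Lysates were then assayed for phospho-KAP-1 by AlphaLISA (anti-pKAP1 donor, anti-KAP1 acceptor beads), 6 hr at 25C.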
ELG1 repair inh – inhibitors of ELG1-dependent DNA repair in HEK293T cells. actives 2.3% (n = 330,000). Potency, µM (top dose mostly 46.1 µM), without a hit: at the highest dose activity change, negative = inhibition, hits mostly inhibitors. AID 504467. HEK293T ELG1-luciferase reporter, luminescence, 16 h; DNA damage induced by 5-fluorouridine; note: potency is the fitted concentration of half-maximal effect; % is set by controls: 0 for no effect and ±100 for the full control effect; nearly all actives have a fitted effect of over 55% in size
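5-Fluorouridine DNA damage + compound/DMSO, 2,000 cells/well, 16 h, 37 °C/5% CO2. ONE-Glo, 30 min RT, luminescence. Readout = decrease in reporter signal.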
USP2a inh – inhibitors of human ubiquitin-specific protease USP2a | O75604 | USP2 core, Ub-CHOP2 coupled fluorogenic reporter, 485/531 | Potency, µM (highest dose often 38.3 µM), for the others: at the top dose activity change, negative = inhibition, actives largely listed as inhibitors | actives 0.01% (n = 330,000) | AID 463254;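 note: potency is the fitted concentration of half-maximal effect; plate controls were DMSO wells for no effect and full inhibition by NEM control for full effect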
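USP2 core (10nM final) preincubated 30min RT with compound in 20mM Tris-HCl pH 8.0, 2mM CaCl2, 2mM beta-mercaptoethanol, 0.05% CHAPS; 25nM Ub-CHOP2 plus 25nM reporter substrate added, fluorescence (Ex485/Em531) read after 60min.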
KCNH2 3.1 inh – inhibitors of human KCNH2 3.1 potassium channel isoform | U2OS KCNH2 3.1, thallium flux FluxOr; active compounds read low | activity change, % (tested at about 1.8 µM) | actives 0.95% (n = 340,000);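 active = maximum activity change below -70%; inconclusive = maximum activity change from -70% to -50%; inactive = maximum activity change above -50%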;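 note: thallium influx rate constant from kinetic fluorescence after stimulation buffer; % is set by controls: 0 for no effect and ±100 for the full control effect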
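We transduce U2OS cells with the mutant 3.1 virus, culture them overnight, load FluxOr with Red40 quencher for 45 min, then add stimulation buffer and read kinetically for 2 min to derive a normalized rate constant.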
TCR act – activators of T cell receptors; Potency, µM (highest dose often 9.22 µM), without a hit: at the top dose activation of IL-2 secretion, most hits filed as activators; primary human leukocytes, anti-CD3, IL-2 HTRF, 48 h; 330,000 tested, under 10 active; AID 504894; note: % of control where 0% means no effect
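Human primary leukocytes + a-CD3 beads + cpd, 48 hr; IL-2 in supernatant by HTRF (ex 320nm / em 665nm). No co-stimulatory signal supplied.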
TRPV1 ag – activates the human vanilloid receptor TRPV1; activation, % at 8.33 µM; TRPV1-expressing cells, Fluo-8 calcium influx, agonist mode; actives 0.19% (n = 320,000); Q8NER1; AID 540275; in the data active = activation above about 80%; inconclusive = between about 30% and that limit; note: 0% is about no effect
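Fluo-8 calcium influx in TRPV1-expressing cells, kinetic read (ex 480/em 520 nm). Compound added and read 3 min for agonist activity, followed by capsaicin at EC20 final and 2 min further read for enhancement.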
Active calls of the source: *; ? = inconclusive; nt = no result given; [ ] = dose if it differs, or a comment. Unless noted, calls come from the whole dose curve; as a rule, active = well fitted curve in the direction sought with a large enough effect; inconclusive = small, poorly fitted or top-dose-only effect, or another doubt; inactive = no such curve, though single readings can be large; an effect the other way counts as inactive or inconclusive.

SMILES	TSHR antagonist	Mito fusion yeast	KCNH2 WT inh	Eya2 inh	A-T KAP1 phos	ELG1 repair inh	USP2a inh	KCNH2 3.1 inh	TCR act	TRPV1 ag
CC(=O)Cc1cc2cc([N+](=O)[O-])ccc2oc1=O	9	-2%	-2	-2%	-7%	0%	-1%	10	8%	13
COc1ccc(NC(=O)C(=O)NNC(=O)COc2ccc(OC)cc2)cc1	-5	-10%	3	1%	8%	19%	2%	0	-2%	3
CCOC(=O)Cn1c(=O)oc2cc(S(=O)(=O)NC(C)c3ccccc3)ccc21 (stereo not drawn)	6	1%	-5	19%	-8%	-3%	1%	10	2%	6
COc1ccccc1N1CCN(S(=O)(=O)CCNC(=O)CC2CCCCC2)CC1	-5	6%	-15	-16%	-1%	12µM*	4%	-4	0%	-2
Cc1cccnc1NC(=S)NCc1ccco1	6	-12%	-8	-2%	-2%	4%	4%	8	-9%	2
CCOc1ccccc1C(=O)N(C)Cc1cc2ccccc2[nH]c1=O	16	1%	2	-4%	5%	10%	1%	1	-1%	7
COc1ccc(CCC(C)Nc2ccc(F)c(F)c2)cc1 (stereo not drawn)	-7	0%	2	0%	13%	14%	-1%	7	6%[46.1 µM]	-9
CCOc1ccc(Cc2noc3c2C(=O)CC(C)(C)C3)cc1OCC	2	11%	7	-19%	21%	-29%	-4%	6	2%	-19
C=CCn1c(NCc2ccc(OC)cc2O)nc2ccccc21	0	-4%	9	-2%	5%	?	0%	-16	2%	8
O=C(CSc1nnnn1-c1ccc(O)cc1)NC1CCCCC1	10	2%	-3	16%	-2%	-15%	1%	12	-9%	-4
C=CCn1c(=O)/c(=C2/SC(C)=C(C)N2CC)s/c1=C1/C(=O)N(CC)C(=S)N1c1ccccc1	6	4%	-2	-16%	3%	2%	0%	-7	3%	8
Oc1ccc2ccccc2c1C=Nc1ccc(N2CCOCC2)cc1	-10	2%	-15	9%	18%	0%	-11%	8	0%	21
N#CC1=C(N)Oc2nc(-c3ccccc3)[nH]c2C1c1cccnc1 (stereo not drawn)	-5	3%	-2	7%	0%	?	-2%	-4	0%	0
O=C(O)CCN1C(=O)c2ccc(NC(=O)COc3ccccc3)cc2C1=O	0	0%	-22	5%	0%	20%	2%	18	0%	-2
COC(=O)c1cccc(NC(=O)Cc2coc3cc(OC)ccc23)c1	-5	11%	1	2%	nt	?	-1%	11	2%[46.1 µM]	16
CCOc1cc(C2C3=C(CCCC3=O)NC3=C2C(=O)CCC3)cc(Cl)c1O	8	1%	-1	31%[15.4 µM]	24%	5%	2%	2	0%	3
O=C(c1[nH]nc2c1CCc1ccccc1-2)N1CCN(Cc2ccc3c(c2)OCO3)CC1	-14	-7%	4	-23%	5%	9.2µM*	-13%	-3	-5%	?
Cc1ccc(NC(=O)c2noc(C(C)C)c2[N+](=O)[O-])cc1	7	3%	-1	-18%	2%	-9%	0%	8	-1%	?
O=C(CN1CCN(S(=O)(=O)c2ccc(Cl)cc2)CC1)NCc1cccs1	18	-6%	2	15%	-8%	-4%	2%	-7	2%	-1
CSCCC(NC(=O)c1ccco1)C(=O)N1CCN(C(c2ccccc2)c2ccccc2)CC1 (stereo not drawn)	-1	?	-1	23%	0%	-29%	0%	-2	-1%	12
C/C(=N\NC(=O)COc1ccccc1)c1cccs1	-1	-7%	-4	-9%	-12%	?	0%	3	7%[46.1 µM]	5
Cn1c(=O)c2c(nc(Cl)n2CC(=O)N2CCCCC2)n(C)c1=O	-2	-19%	7	-2%	-2%	6%	-6%	-4	-5%	1
COC(=O)c1cc(C(=O)Nc2nc3ccccc3[nH]2)cc([N+](=O)[O-])c1	-16	19%	-3	1%	1%	-27%	3%	-1	-58%	2
CCC(=O)Nc1ccc2nn(-c3ccc(F)cc3)nc2c1	23	10%	0	-1%	25%	?	-1%	-38	-13%	5
CCOC(=O)Nc1ccc2c(c1)N(C(=O)CN1CCN(C)CC1)c1ccccc1CC2	62	0%	10	-4%	15%	?	0%	2	-4%	0
CC1CCC(NC(=O)CN2C(=O)C3CC=CCC3C2=O)CC1 (stereo not drawn)	-5	-1%	-1	-2%	2%	24%	1%	-11	6%	1
O=C(Cn1cc(C(F)(F)F)cc(Cl)c1=O)NCc1ccc(F)cc1	11	-2%	-10	5%	-1%	?	0%	-8	8%	-1
O=C(NC1CCCc2ccccc21)c1cn2ccccc2n1 (stereo not drawn)	2	0%	nt	13%	29%	?	-2%	-16	3%	6
COc1cccc(-c2nnc(SCN3C(=O)c4ccccc4C3=O)n2C)c1	-4	-1%	9	-7%	3%	11%	-3%	-12	-1%[46.1 µM]	4
O=C(COC(=O)c1ccccc1)NC1CCCC1	12	-7%	20	3%	?	22%	1%	26	3%	-4
Cc1nc2ccc(NC(=O)Cc3c(F)cccc3Cl)cc2s1	-4	-8%	2	4%	7%	?	13%	6	-5%	4
COc1ccc(CCN(CC(=O)NC(C)(C)C)C(=O)Cn2nnc(-c3ccc(C)o3)n2)cc1OC	2	0%	-3	-5%	1%	-19%	1%	10	1%	-1
COc1cccc(NC(=O)CCCOc2cc(=O)n(C)c3ccccc23)c1	0	1%	-5	-18%	-1%	?	2%	17	nt	1
CCOC(=O)c1c(NC(=O)c2c(C)noc2C)sc2c1CCCCC2	7	1%	4	-4%	-4%	2%	1%	14	0%	-1
COc1ccc(CNCCCSc2ncccn2)c(OC)c1	-8	-2%	-5	1%	-1%	-3%	-5%	-3	nt	0
O=C1CCCc2nc3c(cc21)C(O)Oc1c-3ccc2ccccc12 (stereo not drawn)	-8	-6%	-8	-28%	16%	?	0%	-1	nt	4
COc1cc(=O)[nH]c(SC(C)C(=O)Nc2cccc3ccccc23)n1 (stereo not drawn)	-10	1%	-6	-1%	2%	3%	4%	7	4%	2
O=[N+]([O-])c1ccccc1N(CC1CO1)S(=O)(=O)c1ccccc1 (stereo not drawn)	-5	1%	5	-5%	-1%	21%	2%	-3	-3%	1
Cc1ccccc1OCC(=O)Nc1cccc(S(=O)(=O)NC2=NCCCCC2)c1	-1	-3%	-9	-13%	4%	-1%	-11%	-2	-1%	1
Cn1ncc(C#N)c1NC(=O)C1CC(c2ccc(Cl)cc2)=NO1 (stereo not drawn)	-9	-1%	-7	-13%	5%	18%	-1%	7	-5%	0
CC1CCCCN1C(=O)C(Cc1ccccc1)N1C(=O)C2CCCCC2C1=O (stereo not drawn)	-3	6%	-10	-7%	-1%	18%	3%	13	3%[46.1 µM]	15
Cc1nn(C(=O)N(C)C)c(C)c1CN1C(=O)c2ccccc2C1=O	-9	0%	-30	3%	0%	0%	2%	-25	3%	1
Cc1ccccc1C(=O)N1CCc2cc(-c3nc(NC(=O)Cc4ccc5c(c4)OCO5)sc3C)ccc21	-33	-9%	9	-20%	nt	?	-16%	13	12%[46.1 µM]	-4
COc1ccc([N+](=O)[O-])cc1N(CC(=O)N(C)C)S(C)(=O)=O	-20	2%	-7	-9%	0%	0%	-2%	16	-2%	0
COc1ccc2c(c1)CCc1cn3ncc(C#N)c3nc1-2	0	2%	4	6%	16%	0%	11%	42	0%	-3
CC(NC(=O)Cc1ccccc1)c1nc2ccccc2[nH]1 (stereo not drawn)	20	-6%	-2	18%	-6%	7%	-3%	-11	5%	5
CCCN(CC(=O)Nc1ccc(F)c(F)c1F)C(=O)c1ccc(=O)n(Cc2ccccc2)n1	-18	-2%	19	2%	-3%	-9%	2%	-7	5%	17
CN(C)CCN(CC1CCCN(Cc2ccccc2F)C1)C(=O)c1ccc(F)cc1 (stereo not drawn)	7	1%	-7	-1%	3%	1%	3%	28	0%	2
CC(=O)NC1C(=O)N=C(SCC(=O)Nc2c(C)cccc2C)NC1=O (stereo not drawn)	-3	-2%	3	7%	-1%	5%	1%	11	-17%	0
Cc1noc(C)c1NC(=O)Nc1ccc2c(c1)C(=O)N([C@H](C)CO)C[C@H](C)[C@@H](CN(C)S(=O)(=O)c1c(C)noc1C)O2	17	nt	-9	25%	10%	26%	0%	25	1%	nt

A second format for 3 compounds above.
Values in the order – TSHR antagonist | Mito fusion yeast | KCNH2 WT inh | Eya2 inh | A-T KAP1 phos | ELG1 repair inh | USP2a inh | KCNH2 3.1 inh | TCR act | TRPV1 ag
CC1CCCCN1C(=O)C(Cc1ccccc1)N1C(=O)C2CCCCC2C1=O (stereo not drawn)
 : -3 | 6% | -10 | -7% | -1% | 18% | 3% | 13 | 3%[46.1 µM] | 15
Cc1nn(C(=O)N(C)C)c(C)c1CN1C(=O)c2ccccc2C1=O
 : -9 | 0% | -30 | 3% | 0% | 0% | 2% | -25 | 3% | 1
Cc1ccccc1C(=O)N1CCc2cc(-c3nc(NC(=O)Cc4ccc5c(c4)OCO5)sc3C)ccc21
 : -33 | -9% | 9 | -20% | nt | ? | -16% | 13 | 12%[46.1 µM] | -4

Not all compounds are listed, so the mix of outcomes need not match the whole.
